Dengue-2 NS5 capping: flavivirus cap methylation enzyme inhibition – biochemical, confirmation dose response, primary screen (AID 588689); Dengue-2 NS5 methyltransferase capping enzyme assay, biochemical; higher % means a stronger effect; hit rate 0.3% among 340,000; inhibition, % at 25 µM, or IC50 in µM where a hit was titrated; in the data active = a potency from the dose series; inconclusive = inhibition above about 29% without an active follow-up result
West Nile antiviral: West Nile virus antiviral activity, cell-based, CPE readout (AID 1621). West Nile virus-infected cells, CPE inhibition; higher % means a stronger effect. CPE inhibition, % at 10 µM, or IC50 in µM where a hit was titrated. hit rate 0.02% among 290,000; in the data active = a potency from the dose series; inconclusive = CPE inhibition mostly from about 3.7% at the one dose, without a potency; inactive = the rest, 99 in 100 with CPE inhibition below about 2.2%; note: strong numbers were not always called active
RSV antiviral HEp-2: RSV antiviral activity via CPE protection, HEp-2 cells, primary 10 µM value included (AID 2391); HEp-2 cells, RSV-induced CPE inhibition; higher % means a stronger effect; one-dose CPE inhibition, % at 10 µM; IC50 in µM for titrated hits; hit rate 0.13% among 310,000; in the data active = a potency from the dose series; inconclusive = CPE inhibition mostly from about 23% at the one dose, without a potency; inactive = the rest, 99 in 100 with CPE inhibition below about 21%; note: strong numbers were not always called active
Salmonella PhoP GFP: inhibitors of PhoP regulon expression, primary screen, Salmonella Typhimurium, GFP reporter (AID 1863); S. Typhimurium PhoP-regulated promoter GFP reporter, 4 h; higher % means a stronger effect; one-dose inhibition, % at 50 µM; IC50 in µM for titrated hits; hit rate 0.16% among 300,000;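 active = inhibition over 29.93%, a cutoff 3 SD above the screen mean, later confirmed by dose response; inconclusive = inhibition over 29.93% but no dose response follow-up; inactive = inhibition at most 29.93% or unconfirmed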;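 note: 0% = low Mg2+ inducing control and 100% = high Mg2+ repressing control; strong numbers were not always called active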
K1F lysis inhibition: inhibition of K1F phage lysis, E. coli UTI89, bacterial capsule biogenesis inhibitors, alamar blue (AID 488966); E. coli UTI89 K1F phage lysis, alamar blue, 2 h; higher % means a stronger effect; inhibition, % at 100 µM, or IC50 in µM where a hit was titrated; hit rate 0.02% among 340,000;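 active = phage lysis inhibition, versus mean bacterial control, above a set limit; inconclusive = no clear call, values can overlap the other calls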;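 note: capsule biogenesis inhibitors block K1F phage lysis so surviving cells raise fluorescence; higher fluorescence means more inhibition of phage lysis; actives were called in the ten point dose series up to 300 µM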
Rac1 GTP hydrolysis: MgcRacGAP GTPase-activating activity inhibitors, confirmation, biochemical, ADP Hunter fluorescence. MgcRacGAP-stimulated Rac1 GTP hydrolysis, ADP Hunter fluorescence; higher % means a stronger effect; GST-tagged Rac1 F28L mutant substrate. inhibition, % at 30 µM, or IC50 in µM where a hit was titrated. hit rate 0.6% among 340,000. AID 624330;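 active = first-screen hits whose inhibition reached a set limit at any dose in the follow-up dose series; inconclusive = inhibition above the set first-screen limit but never retested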;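 note: fluorescence reports GDP produced by GAP-driven GTP hydrolysis; strong numbers were not always called active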
NTR1 agonist: NTR1-driven beta-arrestin-GFP spot formation – imaging, U2OS cells, high content, primary screen (AID 493036); P30989; agonist mode; hit rate 0.17% among 330,000; activation, % at 20 µM;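 active = activation at or above 40% of the spot to cytoplasm intensity ratio, with at least 20 cells analyzed; inconclusive = wells under 20 cells, flagged as cytotoxic or low count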;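 note: 0% = DMSO without peptide and 100% = 100 nM NTR1 peptide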
Target sequence (P30989 whole entry, looked up): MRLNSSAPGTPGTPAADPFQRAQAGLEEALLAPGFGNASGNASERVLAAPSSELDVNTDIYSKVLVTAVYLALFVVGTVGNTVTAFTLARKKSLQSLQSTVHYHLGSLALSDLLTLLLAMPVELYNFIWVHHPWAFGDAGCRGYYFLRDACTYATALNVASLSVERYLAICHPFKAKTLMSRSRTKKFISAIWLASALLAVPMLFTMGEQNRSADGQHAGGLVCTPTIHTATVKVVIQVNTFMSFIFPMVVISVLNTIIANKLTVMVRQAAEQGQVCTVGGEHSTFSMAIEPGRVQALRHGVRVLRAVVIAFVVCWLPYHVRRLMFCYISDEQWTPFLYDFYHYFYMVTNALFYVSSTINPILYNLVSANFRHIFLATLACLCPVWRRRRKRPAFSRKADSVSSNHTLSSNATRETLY
Large T inhibition: SV40 large T antigen inhibitors, biochemical (AID 1903). SV40 large T antigen ATPase/helicase inhibition assay; higher % means a stronger effect. inhibition, % at 20 µM, or IC50 in µM where a hit was titrated. hit rate 0.39% among 310,000; in the data active = a potency from the dose series; inconclusive = inhibition mostly from about 32% at the one dose, without a potency; inactive = the rest, 99 in 100 with inhibition below about 32%; note: strong numbers were not always called active
T cell HTS: T cell immune modulators affecting CD8 T cell-vesicle binding. 2C CD8+ T cell-vesicle binding, flow cytometry; active compounds read low. calls only at 7 µM. hit rate 0.068% among 330,000;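 active = response, share of CD8 T cells binding vesicles, and their 90th percentile fluorescence all below set limits, cut at about 80% in these data, passing the limit was not always enough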
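Incubation: binding step 1.5 h, 37 °C, antibody labelling 20 min, ice; system: murine 2C transgenic CD8+ T lymphocytes; technique: cytometric PE anti-B7-1 and Alexa647 anti-CD8 signals after 1% paraformaldehyde fixation; also added: QL9-charged Drosophila Ld/ICAM-1/B7-1 vesicles; control set: naked versus QL9-loaded vesicles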
T cell HTS vesicle-bound %: second read-out of T cell HTS, no call of its own (marks repeat the call); double positive events, %; measured here: CD8+ vesicle-bound cell fraction;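 binding gate set so that unloaded-vesicle control wells show 10% double positive cells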
NTR1 agonist cell count 20 µM: further read-out of NTR1 agonist, marked with its call; cell count; measured here: cell count, cytotoxicity flag
Dengue-2 NS5 capping pilot replicate: second read-out of Dengue-2 NS5 capping, no call of its own (marks repeat the call); inhibition, %; measured here: pilot screen replicate inhibition
The depositor's hits bear a star; i = inactive; u = inconclusive; x = no result given; [ ] = another dose, or the depositor's remark.

SMILES	Dengue-2 NS5 capping	West Nile antiviral	RSV antiviral HEp-2	Salmonella PhoP GFP	K1F lysis inhibition	Rac1 GTP hydrolysis	NTR1 agonist	NTR1 agonist cell count 20 µM	Large T inhibition	T cell HTS	T cell HTS vesicle-bound %	others
CC1C(=O)N2CCCc3cc(NC(=O)C(=O)NCc4ccccn4)cc1c32 (stereo not given)	0%	x	-0.7%	0%	3.5%[50 µM]	4%	1.4	54	11%	i	36
CCN(CC)S(=O)(=O)c1cc(NC(=O)C(C)N(C)CC(=O)Nc2c(C)cccc2C)ccc1C (stereo not given)	2%	-0.7%	5.5%	5%	0.5%	4%	-1.7	56	10%	i	47
Cc1cc(C)n2nc(-c3cnn(C)c3C(F)(F)F)c(Cl)c2n1	-1%	-0.5%	10%	4%	-0.5%	7%	0.8	82	1%	i	24	Dengue-2 NS5 capping pilot replicate=0.9
CCCc1ccc2oc(C(=O)N(C)Cc3nccs3)c(C)c2c1	-5%	-0.7%	4.4%	6%	-0.2%	10%	2.6	53	5%	i	54
CC(C)(C)NC(=O)Cn1c(=O)oc2cc(S(=O)(=O)N3CCc4ccccc43)ccc21	-4%	-0.6%	1.4%	-7%	-2.9%	7%	-2.3	57	19%	i	42
Cn1c(SCc2ccc(Br)cc2)nc2c(c1=O)SCC2	-5%	-1.1%	2.4%	-10%	0.2%	4%	8.5	57	4%	i	61
N#Cc1ccccc1NC(=O)COC(=O)CSc1nc2ccccc2o1	1%	-0.2%	5.8%	-7%	0.1%	8%	-0.5	45	11%	i	48
O=C(CNC(=O)c1ccccc1F)Nc1ccc2c(c1)CCC2	-9%	x	1.2%	x	0.6%[50 µM]	4%	2.7	39	x	i	39
CN1CCN(c2nc3ccccc3nc2C(C#N)C(=O)OC2CCCCC2)CC1 (stereo not given)	-8%	u	-2.7%	4%	0.7%	8%	9.1	72	8%	i	51	Dengue-2 NS5 capping pilot replicate=0.9
COP(=O)(OC)c1nc(-c2ccccc2)oc1NCc1ccccc1	0%	-1.0%	2.0%	-9%	1.9%[50 µM]	9%	-0.6	61	7%	i	47
O=C(CCc1ccccc1)NC(=S)Nc1ccccc1[N+](=O)[O-]	-1%	-0.3%	5.2%	-1%	0.9%[50 µM]	5%	5.1	33	4%	i	18
Cc1cc(NC(=O)C(C)SCC(=O)Nc2cc(Cl)ccc2N2CCN(C)CC2)no1 (stereo not given)	0%	x	-1.4%	0%	1.1%[50 µM]	7%	-0.2	60	8%	i	38
O=C(CSc1nc2ccccc2o1)N/N=C/c1ccco1	1%	-0.2%	0.2%	-5%	0.1%	12%	0.2	58	14%	i	17
CCOC(=O)CSC1=N/C(=C\c2cccnc2)C(=O)N1c1ccc(OC)cc1	-1%	0.1%	-0.3%	-8%	-0.2%[50 µM]	6%	4.6	54	16%	i	2
COc1ccc(/C=N/Nc2cc(C)nc(NS(=O)(=O)c3ccc(C)cc3)n2)cc1	-6%	-0.6%	2.1%	-17%	0.1%	9%	1.8	108	12%	i	40
O=C(NCC1CCCO1)c1ccc(COc2ccccc2Br)cc1 (stereo not given)	5%	-1.1%	u	8%	4.5%[50 µM]	-7%	0.8	77	0%	i	50
CC(Sc1cnccn1)C(=O)O (stereo not given)	x	-0.1%	3.0%	3%	x	x	-1.8	39	9%	i	58
Cc1cc(C)cc(NS(=O)(=O)c2ccc(-c3cnc(C4CC4)o3)cc2)c1	-3%	-1.0%	7.3%	6%	0.5%	8%	13	61	4%	i	6
CNS(=O)(=O)c1cccc(C(=O)OCC(=O)c2c(N)n(C)c(=O)n(C)c2=O)c1	-1%	0.0%	0.2%	-4%	1.3%[50 µM]	0%	2.7	65	-1%	i	2
Cc1cc(OCC(=O)N2CCOCC2)ccc1NC(=O)c1ccccc1C	3%	-0.2%	0.9%	6%	-0.2%	7%	-0.7	44	-4%	i	69
COc1ccc(S(=O)(=O)Cc2ccc(C(=O)NCCc3ccc(S(N)(=O)=O)cc3)o2)cc1	0%	0.0%	0.2%	-4%	0.3%	-10%	-4.1	62	-4%	i	53
Cc1ccccc1CSCCNC(=O)c1ccc(N(C)S(=O)(=O)c2ccccc2)cc1	-4%	-0.7%	15%	-2%	-0.5%	-1%	3.4	74	-5%	i	39
CC(=O)c1sc(NC(=O)CN2C(=O)C3CC=CCC3C2=O)nc1-c1ccccc1 (stereo not given)	0%	x	4.4%	-13%	-1.1%	3%	1.2	52	7%	i	43
Cc1cccc(N2CCN(C(=O)C3CCN(S(=O)(=O)N4CCOCC4)CC3)CC2)c1C	-16%	-1.1%	-0.5%	-7%	-0.1%	4%	-0.7	39	24%	i	56
Cn1cc(C(=O)N/N=C/C(Br)=C/c2ccccc2)ccc1=O	-4%	0.3%	1.2%	-16%	0.1%	8%	-0.6	93	9%	i	41
Cc1cccc(NC(=S)N(Cc2cccs2)Cc2cc3cc(C)cc(C)c3[nH]c2=O)c1	-3%	-0.3%	1.8%	8%	-1.4%	-3%	0.8	45	4%	i	46
Cc1ccccc1NC1=NC(=S)N(c2ccccc2)C12CCOC(C)(C)C2 (stereo not given)	-1%	-0.9%	1.2%	-7%	0.0%	9%	1.7	77	4%	i	32
CC1=CC(C)(C)N2C(=O)C3(NCCc4c3[nH]c3ccccc43)c3cc(C)cc1c32 (stereo not given)	-6%	34%	8.9%	-3%	0.6%	6%	3.4	67	20%	i	45
Cc1ccc(-c2cc(C(=O)OCn3nnc4ccccc4c3=O)c3ccccc3n2)cc1	-8%	-0.4%	2.6%	-7%	1.1%[50 µM]	10%	0.6	57	3%	i	53
CC(C)(C)c1ccc(C(=O)N2CCC3(CC2)NCCc2[nH]cnc23)cc1	0%	0.6%	-0.2%	11%	0.0%	-26%	-0.7	62	10%	i	38
CCOC(=O)c1c(NC(NC(C)=O)C(Cl)(Cl)Cl)sc(C(C)=O)c1C (stereo not given)	-1%	-0.4%	4.7%	1%	-0.7%	11%	3.4	45	-7%	i	56
Cc1ccnc(NC(=S)NC(=O)/C=C/c2ccccc2)c1	1%	0.4%	2.6%	-13%	0.0%	10%	0.6	55	6%	i	19
COCCN(CCOC)S(=O)(=O)c1ccc(C(=O)Nc2nnc(C3CC3)o2)cc1	4%	0.3%	1.1%	0%	-0.3%	-1%	3.0	59	15%	i	46
COc1cc(C(c2c(C)[nH][nH]c2=O)c2c(C)[nH][nH]c2=O)ccc1OS(=O)(=O)c1ccccc1	2%	-0.4%	0.1%	-6%	1.7%	-2%	7.4	61	12%	i	52
O=c1[nH]c2ccccc2nc1NCc1ccccc1	x	-0.1%	2.8%	2%	1.0%	9%	-0.5	67	5%	i	49
COCCCNC(=O)CN1CCN(Cc2ccccc2Cl)C1=O	0%	1.1%	2.2%	-8%	-1.1%	12%	-0.5	83	4%	i	48
COc1cccc(C2/C(=C(/O)c3ccc4c(c3)OCO4)C(=O)C(=O)N2CCN2CCOCC2)c1 (stereo not given)	4%	0.1%	1.0%	3%	2.6%[50 µM]	5%	0.9	53	-7%	i	8
CCN(CC(=O)NCc1cccs1)C(=O)/C=C/c1cccc(Br)c1	-4%	x	-2.2%	-4%	0.5%[50 µM]	4%	-1.3	60	8%	i	43
N#Cc1ccccc1NC(=O)CNc1ccc(Cl)c(C(F)(F)F)c1	6%	-0.9%	6.3%	-7%	-2.4%	-2%	1.4	48	2%	i	43
CC(CCc1ccccc1)NC(=O)C1CCCN(c2nnc(-n3cccc3)s2)C1 (stereo not given)	-5%	-0.5%	2.6%	-4%	-1.1%	8%	-1.4	99	5%	i	37
Cc1c(Nc2scc(-c3ccccc3)[n+]2-c2ccccc2)c(=O)n(-c2ccccc2)n1C	3%	x	0.6%	-6%	0.3%	18%	0.5	61	8%	i	42
CCOc1ccc(-c2noc(CCC(=O)NCC3CCCO3)n2)cc1OC (stereo not given)	2%	0.7%	2.6%	4%	0.5%	5%	-1.7	40	10%	i	26
COc1ccc(N2CCN(CC(=O)Nc3sccc3C#N)CC2)cc1	-9%	-0.5%	8.1%	5%	5.8%	18%	-1.4	65	8%	i	34
c1cc(-c2nnc(-c3ccncc3)o2)ccn1	-5%	-0.1%	4.1%	1%	0.0%	9%	1.2	79	10%	i	28
Cc1c(/C=N/NC(=O)CNc2ccccc2)c2ccccn2c1C(=O)c1ccncc1	-7%	2.1%	20%	28%	3.0%[50 µM]	7%	1.8	69	1%	i	28
CC(CCc1ccccc1)NC(=O)COC(=O)c1ccc(S(C)(=O)=O)c([N+](=O)[O-])c1 (stereo not given)	-41%	-0.8%	13%	5%	-0.1%	9%	42*	65*	13%	i	45
O=C(NC1CCCCC1)Oc1ccccc1	8%	0.2%	x	5%	-1.4%	-16%	-0.4	54	7%	i	41
CCN(CC(=O)Nc1sc2c(c1C#N)CCC(C)C2)Cc1nc2ccccc2c(=O)[nH]1 (stereo not given)	-2%	0.1%	10.0%	-11%	-0.5%	2%	8.3	49	6%	i	55
Cc1cc(Cl)ccc1NC(=S)NCCCO	-4%	-0.1%	1.3%	23%	-1.0%	3%	0.1	61	3%	i	43
O=[N+]([O-])c1ccc(C2=NCCO2)cc1	-7%	0.5%	2.8%	-3%	-0.3%	1%	0.2	55	6%	i	60
Cc1ccccc1OCC(=O)Nc1ccncc1	-9%	-0.1%	8.1%	6%	0.2%	7%	0.0	59	1%	i	58	Dengue-2 NS5 capping pilot replicate=2.4
Oc1ccccc1N1CCN(C(=S)Nc2ccc(SC(F)F)cc2)CC1	-10%	-0.7%	-3.3%	4%	0.1%	6%	6.5	29	12%	i	5
COc1ccc(C(=O)Nc2ccc(Cl)cc2C(=O)N2CCCC(C)C2)cc1OC (stereo not given)	-6%	-0.5%	1.2%	0%	0.3%[50 µM]	7%	2.0	70	29%	i	44
COC(=O)C1(C(C[N+](=O)[O-])c2ccc(C)cc2)C(=O)NCC1c1ccco1 (stereo not given)	x	-0.5%	-1.1%	-6%	x	x	0.4	46	0%	i	25

Screening data as filed in PubChem BioAssay.
